COUP-TFII inh = NR2F2 (human) inhibition, primary screen; P24468; HEK293T NGFI-A luciferase reporter, luminescence; inhibition, % at 8.6 µM; actives 0.7% (n = 370,000);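 active = inhibition above a per-plate cutoff, mean inhibition of test wells between control levels plus 3 SD, cut at about 38% in these data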;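 note: cells cotransfected with COUP-TFII expression vector driving the NGFI-A reporter; 0% = median of COUP-TF2 test wells and 100% = reporter-only cells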
Target sequence (P24468 whole entry, looked up): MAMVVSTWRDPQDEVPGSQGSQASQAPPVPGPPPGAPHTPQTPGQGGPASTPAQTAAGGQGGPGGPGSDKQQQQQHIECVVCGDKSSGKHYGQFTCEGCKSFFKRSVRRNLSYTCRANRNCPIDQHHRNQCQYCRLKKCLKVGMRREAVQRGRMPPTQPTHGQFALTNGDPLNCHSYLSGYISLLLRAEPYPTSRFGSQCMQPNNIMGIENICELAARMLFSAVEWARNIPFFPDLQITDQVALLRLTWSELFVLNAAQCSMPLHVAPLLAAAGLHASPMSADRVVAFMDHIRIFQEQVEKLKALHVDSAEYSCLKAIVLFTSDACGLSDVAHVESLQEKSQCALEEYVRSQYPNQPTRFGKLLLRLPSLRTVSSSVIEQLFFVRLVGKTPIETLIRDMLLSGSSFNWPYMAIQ
TWEAK-Fn14 inh = inhibitors of TWEAK-Fn14 interaction signaling. TWEAK-stimulated Fn14 reporter cells, luciferase luminescence, 8 h. inhibition, % at 10 µM. actives 2% (n = 360,000). AID 1159606; in the data active = inhibition above about 50%
C8 TRAIL sens = caspase-8 TRAIL sensitization; NB7+C8 cells + TRAIL, ATPlite viability luminescence; AID 624354; actives 1% (n = 360,000); inhibition (viability loss, TRAIL sensitization), % at 10 µM;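 active = compounds causing at least 50% loss of cell viability in the single-dose screen, relative to plate controls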
KKLEB cytotox = CF airway cell cytotoxicity counter-screen; KKLEB CF airway cells viability, ATPlite luminescence, overnight; active compounds read low; cells stimulated with P. aeruginosa culture filtrate; activity change (cytotoxicity), % at 5 µM; actives 0.36% (n = 360,000); AID 602141;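 active = corrected activity change at or below -50% at 5 µM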
SRC3 inh = inhibits human SRC3 coactivator | Q9Y6Q9 | actives 0.17% (n = 360,000) | HEK293 GAL4-SRC3 luciferase reporter, luminescence | AID 588352 | inhibition, % at 3.6 µM;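 active = inhibition above a per-campaign cutoff, the mean of all compounds plus 3 SD, cut at about 60% in these data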;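 note: 0% = DMSO-treated cells and 100% = gossypol-treated cells at 36 µM; higher means less SRC3-driven luciferase light from the GAL4 reporter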
Shn3 inh set2 = reduces Shn3 3'UTR luciferase signal in osteoblasts; Clone20 osteoblast Shn3 3'UTR firefly luciferase, 24 h; inhibition, % at 12.5 µM; actives 0.52% (n = 360,000);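 active = mean inhibition of at least 75% with every replicate also reaching 75%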;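 note: 0% = median of neutral control wells and 100% = pilot-screen positive control compound; some compounds past the cut are filed as inactive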
LMP1 NFkB inh = Epstein-Barr LMP1 NF-kappaB reporter inhibition; AID 504558; actives 0.69% (n = 350,000); inhibition, % at 12.5 µM; LMP1-induced NF-kappaB luciferase reporter cells, luminescence; in the data active = inhibition above about 41%;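 note: 0% = neutral control wells and 100% = reference inhibitor control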
SRC1 inh = inhibits human SRC1 coactivator. AID 588354. HEK293 GAL4-SRC1 luciferase reporter, luminescence. Q15788. inhibition, % at 3.6 µM. actives 0.12% (n = 360,000);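 active = inhibition above the campaign mean plus 3 SD, with each screening campaign given its own cutoff, cut at about 60% in these data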;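 note: 0% = DMSO treated cells and 100% = gossypol at 36 µM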
NR5A2 inv ag = inverse agonists of human LRH-1 (NR5A2); actives 0.13% (n = 360,000); HEK293T StAR-luciferase reporter, LRH-1 transfected, 24 h; inhibition, % at 3.6 µM;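 active = inhibition above the mean inhibition of all tested compounds plus 3 SD, cut at about 73% in these data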;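 note: 0% = DMSO wells and 100% = reporter-only cells lacking LRH-1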
Target sequence (O00482 whole entry, looked up): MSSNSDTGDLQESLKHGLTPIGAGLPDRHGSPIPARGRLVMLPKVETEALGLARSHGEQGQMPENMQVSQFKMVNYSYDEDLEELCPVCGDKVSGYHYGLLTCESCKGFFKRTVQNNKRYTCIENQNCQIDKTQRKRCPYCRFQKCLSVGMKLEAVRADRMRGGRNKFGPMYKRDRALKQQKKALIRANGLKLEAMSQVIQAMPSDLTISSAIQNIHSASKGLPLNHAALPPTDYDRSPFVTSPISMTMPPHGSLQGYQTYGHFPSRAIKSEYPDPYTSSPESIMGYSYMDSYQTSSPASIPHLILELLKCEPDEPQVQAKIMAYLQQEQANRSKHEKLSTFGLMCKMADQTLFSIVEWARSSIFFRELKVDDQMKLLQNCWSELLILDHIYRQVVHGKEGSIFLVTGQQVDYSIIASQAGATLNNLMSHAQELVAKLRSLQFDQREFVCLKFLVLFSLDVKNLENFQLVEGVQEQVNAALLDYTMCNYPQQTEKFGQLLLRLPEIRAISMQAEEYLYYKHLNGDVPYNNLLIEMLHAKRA
TROY signal inh = inhibitors of TROY-dependent NF-kB signaling; Q293 LMP1-TROYcd NF-kB luciferase reporter, 4 h; actives 0.98% (n = 360,000); inhibition, % at 10 µM;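 active = compounds whose plate-normalised and pattern-corrected inhibition of the luciferase reporter signal at the single screening dose is 50% or more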
CF NFkB inh = cystic fibrosis NF-kB activation inhibition. actives 0.86% (n = 360,000). AID 588850. KKLEB NF-kB-GFP reporter, PAF-induced, GFP fluorescence overnight. inhibition, % at 5 µM;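 active = at least 50% inhibition at 5 µM, scaled per plate between neutral and stimulator controls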;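 note: PAF is a Pseudomonas aeruginosa culture filtrate used as stimulus; plate controls were PAF-stimulated DMSO wells for no effect and unstimulated DMSO wells for full effect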
Active calls of the source: *; / = not tested or not shown. The list is partial. The share of hits here may be higher or lower than overall.

SMILES	COUP-TFII inh	TWEAK-Fn14 inh	C8 TRAIL sens	KKLEB cytotox	SRC3 inh	Shn3 inh set2	LMP1 NFkB inh	SRC1 inh	NR5A2 inv ag	TROY signal inh	CF NFkB inh
CCNC(=O)CSc1nc(-c2ccc(F)cc2)cs1	-4	-9	2	4	2	-19	-7	-29	-47	-25	-19
CN1C(=O)/C(=C/c2cc(N=Nc3ccccc3)ccc2O)SC1=S	12	65*	8	-52*	-9	18	7	6	18	54*	74*
N#CC(C#N)=Cc1c(N2CCN(c3ccccc3)CC2)nc2ccccn2c1=O	-17	-16	-5	14	-29	-2	6	-24	-28	-48	-4
COc1cccc(N=c2oc3c(C)ncc(CO)c3cc2C(N)=O)c1	-23	-15	-2	-9	-23	-25	22	8	-55	-39	-15
CCC1(CC)NC(=O)N(CC(=O)OCC(=O)c2ccccc2OC)C1=O	-15	-9	-5	-9	-9	11	0	-16	-12	-4	-9
COc1cc(CN2CCC(C)CC2)ccc1OCc1ccccc1	5	-20	6	-1	-20	-3	-5	-17	-14	-19	16
COc1cccc(NC(=O)CN(C)C(=O)CN2C(=O)NC(C)(c3ccc(C)cc3)C2=O)c1 (stereo not given)	-8	-21	11	-7	16	-52	-12	3	-11	2	1
Cc1ccccc1-c1cnc(C(O)c2ccc(F)cc2)[nH]1 (stereo not given)	-20	-13	-2	-13	-68	-21	/	-49	-48	-24	19
COc1ccc(OC)c(C2=NOC(C(=O)Nc3cc(C)nn3-c3ccccc3)C2)c1 (stereo not given)	18	8	-7	-10	-9	0	23	-2	-1	14	11
CCn1c(O)c(C=NC2CCCC(C)C2C)sc1=S (stereo not given)	-21	26	0	-6	-38	-62	-16	-52	-77	29	-4
CC(C)C[C@H]1CN(CCCC[C@H]2CNC(=O)C(=O)N2Cc2ccccc2)C(=O)C(=O)N1CC1CCCCC1	5	5	-14	/	/	/	/	/	-15	-3	/
CN1CCN(S(=O)(=O)c2ccc(N3CCN(C(c4ccccc4)c4ccccc4)CC3)nc2)CC1	5	3	2	13	12	23	-7	-22	17	-5	22
N#CC1(NC(=O)CSc2nnc(-c3ccccc3F)o2)CCCCC1	9	-6	-14	11	8	-8	-4	27	-16	3	21
Cc1nnc(NC(=O)CCS(=O)(=O)Cc2ccccc2)s1	-19	-7	-4	-10	-26	22	13	7	-2	-3	16
COc1ccc(S(=O)(=O)N2CCC(C(=O)NCC(c3cccs3)N(C)C)CC2)cc1 (stereo not given)	-11	-18	1	8	5	-19	9	-4	-9	-2	-11
C[C@@H]1CCC(=O)N(C[C@@H](C)CSc2ccccc2)CC1	-5	-17	-5	6	-5	2	-1	6	-7	-15	-21
O=C(NCc1ccccn1)c1ccc(CNS(=O)(=O)c2ccc(F)cc2)cc1	-2	-2	-4	-3	-6	-21	1	-7	3	-17	19
CCC(=O)Nc1c2c(nn1-c1ccc(F)cc1)CS(=O)C2 (stereo not given)	-2	-19	-25	7	-15	-3	-3	0	4	-2	-34
Cc1ccc(O)c(C(=O)c2cnc3c(c2)c(=O)n(C)c(=O)n3C)c1	0	-9	-10	3	19	-14	-3	-15	-18	9	0
O=C(CCC(=O)NNC(=O)COc1ccccc1)NCc1ccccc1	/	1	4	8	19	-9	2	1	-8	-5	2
CCc1ccc(NC(=O)C2CCCN2c2nn3c(=O)cc(C)nc3s2)cc1 (stereo not given)	-7	3	1	-10	18	24	-1	18	-29	5	11
CCCc1c(O)nc(SC2CC(=O)N(c3ccc(C)c(Cl)c3)C2=O)[nH]c1=O (stereo not given)	-19	-14	0	12	10	-18	/	0	-4	15	-14
CC1Cc2ccccc2N1S(=O)(=O)c1cccc2nsnc12 (stereo not given)	15	11	-10	3	7	29	-4	-1	11	-13	12
CC(C)N(Cc1ccccc1)C(=S)Nc1cccnc1	-3	-6	7	1	-1	8	4	-18	-13	3	5
Cc1ccc(S(=O)(=O)NCCCOC(=O)Nc2ccncc2)cc1	5	0	-8	6	14	18	5	4	14	12	12
CCn1c(N)c(C(=O)COC(=O)CCc2nc3ccccc3c(=O)[nH]2)c(=O)[nH]c1=O	-1	-13	-20	-4	-11	-2	1	0	-15	6	4
COc1cc(NC(=O)c2ccco2)c(OC)cc1NC(=O)Nc1ccc(Cl)cc1	-3	-14	9	30	-1	15	-11	13	-8	10	-19
CC1(C(=O)NS(=O)(=O)c2cccs2)CCN1C(=O)C1(c2ccccc2)CCCC1 (stereo not given)	11	13	-6	6	-9	22	/	-10	-3	-6	12
Cc1cccc(CN(C(=S)Nc2c(C)cccc2C)c2cccnc2)c1	15	31	25	-8	15	-7	-4	-3	4	16	-15
Cc1ccc(SC(C)C(=O)NC(N)=O)c(C)c1 (stereo not given)	0	-13	-2	-6	20	21	-11	-3	11	-2	8
COC1(NC(=O)c2ccccc2)C(C)=CC(=O)C=C1C	18	3	0	1	6	-4	-3	-3	8	3	10
CN(C)C(CNC(=O)c1cc2ccccc2oc1=O)c1ccccc1 (stereo not given)	-69	-3	7	-5	-72	-165	-58	-114	-194	-44	-27
CCOc1cc(C(=O)N=c2sccn2C)ccc1OC(F)F	-24	-16	-23	-5	-43	-34	-13	-21	-1	-46	-2
CCOC(=O)/C=C1\SCC(=O)N1CC(=O)NCCc1ccc(F)cc1	19	2	3	1	-5	-2	-1	11	-12	0	-1
COc1ccccc1C(=O)NCCCNC(=O)c1cccnc1	-17	10	-20	8	3	25	0	-6	-3	0	-2
Nc1nc(-c2ccc(Cl)cc2)nn1C(=O)c1ccco1	-5	27	-7	7	-17	-24	-2	-3	-7	-7	-15
CCNC(=O)NC(=O)C(C)OC(=O)CCCc1nc2ccccc2s1 (stereo not given)	5	24	-7	18	22	-2	2	12	-21	9	-12
Cc1ccccc1C(=O)c1cccn1CC(=O)NCCCN1CCCCC1	1	13	7	-4	-24	-6	-8	6	7	11	3
Fc1ccccc1OCCCn1ccnc1	-16	-18	4	-1	-43	-11	-5	-14	-11	-27	-1
CCOC(=O)c1c(NC(=O)c2cccs2)sc(C)c1CC	5	6	1	7	5	21	11	-1	10	12	-6

Part of the list above with just TROY signal inh:
| compound | TROY signal inh |
| --- | --- |
| Cc1ccccc1C(=O)c1cccn1CC(=O)NCCCN1CCCCC1 | 11 |
| COc1ccccc1C(=O)NCCCNC(=O)c1cccnc1 | 0 |
| CCOc1cc(C(=O)N=c2sccn2C)ccc1OC(F)F | -46 |
| CCOC(=O)/C=C1\SCC(=O)N1CC(=O)NCCc1ccc(F)cc1 | 0 |

Sorted by value in NR5A2 inv ag (highest first): 3 from the list above
SMILES,NR5A2 inv ag
COc1cccc(NC(=O)CN(C)C(=O)CN2C(=O)NC(C)(c3ccc(C)cc3)C2=O)c1 (stereo not given),-11
CCNC(=O)NC(=O)C(C)OC(=O)CCCc1nc2ccccc2s1 (stereo not given),-21
CCn1c(O)c(C=NC2CCCC(C)C2C)sc1=S (stereo not given),-77

An excerpt from above in order of count of non-hydrogen atoms, rising.
SMILES	COUP-TFII inh	TWEAK-Fn14 inh	C8 TRAIL sens	KKLEB cytotox	SRC3 inh	Shn3 inh set2	LMP1 NFkB inh	SRC1 inh	NR5A2 inv ag	TROY signal inh	CF NFkB inh
Fc1ccccc1OCCCn1ccnc1	-16	-18	4	-1	-43	-11	-5	-14	-11	-27	-1
CCOC(=O)c1c(NC(=O)c2cccs2)sc(C)c1CC	5	6	1	7	5	21	11	-1	10	12	-6
COc1ccccc1C(=O)NCCCNC(=O)c1cccnc1	-17	10	-20	8	3	25	0	-6	-3	0	-2
CN(C)C(CNC(=O)c1cc2ccccc2oc1=O)c1ccccc1 (stereo not given)	-69	-3	7	-5	-72	-165	-58	-114	-194	-44	-27
CC1(C(=O)NS(=O)(=O)c2cccs2)CCN1C(=O)C1(c2ccccc2)CCCC1 (stereo not given)	11	13	-6	6	-9	22	/	-10	-3	-6	12

More results:
SMILES	COUP-TFII inh	TWEAK-Fn14 inh	C8 TRAIL sens	KKLEB cytotox	SRC3 inh	Shn3 inh set2	LMP1 NFkB inh	SRC1 inh	NR5A2 inv ag	TROY signal inh	CF NFkB inh
CC(O)CN(Cc1cccc(Cl)c1)CC(C)O (stereo not given)	11	-6	-10	-4	14	3	0	-1	4	-5	7
CCOCCCNC(=O)C(NC(=O)c1ccc(=O)[nH]c1)c1ccc(Cl)cc1 (stereo not given)	17	-56	13	8	0	4	-5	17	12	5	-26
Cc1ccc(OCC(=O)Nc2ccccc2F)cc1	-40	22	35	-5	-69	-130	-8	-113	-125	-43	-25
O=C(Nc1ccc2c(c1)OCCO2)c1ccccn1	8	79*	75*	-12	-44	29	48*	-57	-124	57*	11
Clc1nnc2ccc(-c3ccccc3)nn12	-7	3	-7	6	-1	3	1	-6	-11	-17	5
CCCCN(C)Cc1c(O)ccc2c(-c3ccccc3)cc(=O)oc12	-15	-13	4	-1	22	14	13	-17	-4	-3	6
O=C(COC(=O)c1cccc(-n2cnnn2)c1)c1ccccc1	-3	-24	-7	4	8	-3	5	-1	6	-28	-7
O=S(=O)(c1ccc(F)cc1)N1CCN(Cc2ccccc2C(F)(F)F)CC1	-13	12	17	4	7	-14	-16	-24	10	-5	-17
COc1ccc(CN2CCC(C)CC2)cc1OCc1ccccc1	6	-9	21	6	-13	8	-48	-16	-23	-11	-24
NC(=O)[C@@H]1CCCNc2c(I)cc([N+](=O)[O-])cc2C(=O)N[C@@H](CO)C(=O)N[C@@H](Cc2ccc(O)cc2)C(=O)N1	-4	-2	5	-6	16	-7	-10	-24	-6	12	3
COc1ccc(Cn2nnnc2C(c2ccccc2Cl)N2CCN(C3CCCC3)CC2)cc1 (stereo not given)	11	4	-2	-2	-4	2	12	2	0	-19	8
CSc1nc(=O)n(-c2ccccc2)c(C)c1C(C)=O	-9	-22	-4	-2	-4	-10	5	-8	-21	0	11
O=C(Cc1c[nH]c2ccccc12)N1CCN(S(=O)(=O)c2ccc(Cl)cc2)CC1	2	10	-6	9	-3	-2	-2	-33	-11	-10	18
Cc1ccc(S(=O)(=O)Nc2ccc3cc([N+](=O)[O-])ccc3c2[N+](=O)[O-])cc1	2	36	12	-24	-2	12	-4	8	24	49	50*

High-throughput results deposited in PubChem BioAssay by several laboratories.
